RAD52 inh: RAD52 (human) annealing inhibition; inhibition, % at 18.7 µM; recombinant RAD52 DNA annealing, FRET fluorescence; hit rate 0.46% among 360,000; AID 651710;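 active means every replicate showing at least 50% inhibition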
Target sequence (P43351 whole entry, looked up): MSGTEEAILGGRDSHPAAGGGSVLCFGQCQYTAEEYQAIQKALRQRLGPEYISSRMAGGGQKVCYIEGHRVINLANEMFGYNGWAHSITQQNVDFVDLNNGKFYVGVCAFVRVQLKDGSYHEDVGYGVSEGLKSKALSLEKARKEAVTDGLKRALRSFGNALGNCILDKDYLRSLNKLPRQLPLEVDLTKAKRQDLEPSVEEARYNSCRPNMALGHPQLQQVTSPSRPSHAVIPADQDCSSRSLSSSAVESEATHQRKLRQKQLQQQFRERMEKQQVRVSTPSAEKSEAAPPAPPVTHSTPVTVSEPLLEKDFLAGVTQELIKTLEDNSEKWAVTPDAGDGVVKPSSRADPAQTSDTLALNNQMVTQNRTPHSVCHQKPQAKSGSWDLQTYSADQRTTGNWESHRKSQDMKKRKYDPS
ARNT TACC3 PPI: disrupts binding between human ARNT and TACC3; Q9Y6A5; AlphaScreen His-ARNT PAS-B/GST-TACC3 binding, luminescence; TACC3 fragment carries E629A point mutation; inhibition, % at 9.99 µM; hit rate 0.66% among 390,000;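 active means mean inhibition of replicates at least 50% and at least half of replicates each reaching 50%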;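 further: 0% = complete ARNT plus TACC3 wells and 100% = ARNT alone without TACC3; many hits fall short of the cut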
E-selectin induc: E-selectin induction on HUVECs; P16581; HUVEC E-selectin immunofluorescence imaging; normalized: neutral wells 0, TNF-alpha wells 100; activation, % at 7.58 µM; hit rate 0.37% among 260,000;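 active means mean E-selectin-positive cell signal at least 10% of the positive control, reached in at least 60% of replicates, without over 20% cell loss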;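 further: in these data hits start at about 27%; measured in HUVEC primary endothelial cells; signal is the percent of cells scored E-selectin positive by PE staining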
Target sequence (P16581 whole entry, looked up): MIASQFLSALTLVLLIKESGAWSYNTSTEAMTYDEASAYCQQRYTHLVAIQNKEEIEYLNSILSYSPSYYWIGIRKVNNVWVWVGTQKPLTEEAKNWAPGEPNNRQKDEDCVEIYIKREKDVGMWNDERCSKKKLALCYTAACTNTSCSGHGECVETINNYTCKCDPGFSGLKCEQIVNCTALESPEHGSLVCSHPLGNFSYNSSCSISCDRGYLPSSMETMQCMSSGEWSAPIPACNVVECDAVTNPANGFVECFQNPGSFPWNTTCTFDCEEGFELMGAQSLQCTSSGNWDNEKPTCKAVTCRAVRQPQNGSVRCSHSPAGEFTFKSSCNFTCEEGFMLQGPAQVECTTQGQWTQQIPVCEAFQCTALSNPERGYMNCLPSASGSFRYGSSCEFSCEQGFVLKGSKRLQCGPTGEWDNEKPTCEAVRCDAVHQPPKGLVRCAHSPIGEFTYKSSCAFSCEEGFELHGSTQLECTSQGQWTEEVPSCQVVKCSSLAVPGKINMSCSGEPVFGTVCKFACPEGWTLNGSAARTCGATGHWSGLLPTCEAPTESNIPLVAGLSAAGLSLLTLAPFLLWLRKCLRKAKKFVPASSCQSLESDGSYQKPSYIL
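Test system – human umbilical vein endothelial cells (HUVEC), E-selectin induction · Input – 3,000 HUVEC seeded per well · Buffer or medium – EGM-2, gelatin · Compound dosing – single-point compound dose · Detection – immunofluorescence imaging · Measure – percent E-selectin-positive cells · Controls – TNF-alpha high, DMSO low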
RAD54 inh: inhibitors of human RAD54 branch migration; Q92698; RAD54 Holliday junction branch migration, FAM/BHQ fluorescence; inhibition, % at 10.4 µM; hit rate 0.14% among 360,000;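 active means mean normalized replicate activity at least 40 and at least half of replicates scoring 40 or more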;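 further: 0% = median of neutral control wells and 100% = median of positive control wells; inhibitors cause a drop in the FAM fluorescence signal; in these data hits start at about 50%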
PglD DTNB: inhibitors of Campylobacter jejuni PglD acetyltransferase | purified PglD enzyme, DTNB colorimetric CoA detection | inhibition, % at 12.5 µM | hit rate 0.098% among 360,000 | AID 602405; in the data active means inhibition above about 16%, passing the limit was not always enough; further: strong numbers were not always called active
ERp5 inh: inhibitors of human ERp5; inhibition, % at 9.99 µM; Q15084; hit rate 0.05% among 350,000; AID 651711; ERp5 insulin aggregation, absorbance 650 nm, 90 min;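 active means mean replicate inhibition above about 25%, with every replicate also reaching it, limit read from the data, passing the limit was not always enough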
esBAF inh: SWI/SNF esBAF complex inhibition. mouse ES cells, Bmi1-luciferase knock-in reporter, 24 h; 100% = twice the neutral-well signal. reporter increase, % at 12.5 µM. hit rate 2% among 350,000. AID 602393; in the data active means activation above about 40%;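 further: 0% = median of the plate's neutral control wells and 100% = double that signal; a rise in the Bmi1 reporter signal indicates esBAF inhibition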
Casp6 inh: caspase-6 (human) enzyme inhibition. hit rate 0.53% among 350,000. purified caspase-6, Z-VEID-R110 cleavage fluorescence. inhibition, % at 12.5 µM;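 active means mean inhibition across replicates at least about 35%, with every replicate also reaching that limit, limit read from the data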;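 further: 0% = median of neutral control wells and 100% = no fluorescence left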
Starred values were filed as active, the others as inactive; · = not tested or not shown; & = joins results of further samples.

SMILES	RAD52 inh	ARNT TACC3 PPI	E-selectin induc	RAD54 inh	PglD DTNB	ERp5 inh	esBAF inh	Casp6 inh
CC1(C)Cc2nc3oc4c(N(CCO)Cc5ccccc5)ncnc4c3cc2CO1	·	-3	·	-1	2	·	6	·
Cc1nc2c(nc1C)C(=O)c1ccccc1C2=O	10	6	2.6	·	·	15	·	36*
COCCCN1C(=O)c2ccc(C(=O)OCC(=O)N(CCC#N)c3cc(C)cc(C)c3)cc2C1=O	-3	4	-0.3	-8	-4	1	5	3
CCCC#Cc1ccc2c(c1)O[C@@H](CN(C)C(=O)CN(C)C)[C@@H](C)CN([C@H](C)CO)S2(=O)=O	25	-2	-0.8	0	2	-1	1	5
CC(CN1CCOCC1)OC(=O)/C=C/c1ccccc1 (centres undefined)	1	30	·	·	·	-1	4	2
Cc1cccc(OCC(=O)N/N=C/C=C/c2ccco2)c1	-22	-10	0.2	1	1	0	·	2
COc1ccc(C(CNC(=O)c2ccc(S(=O)(=O)N3CCCC3)cc2)N(C)C)cc1OC (centres undefined)	-8	1	0.2	-2	-3	1	·	4
COc1ccc2c(c1OC)C(=O)OC2n1c(O)c(N=NC(C)=O)c2ccccc21 (centres undefined)	-7	0	4.9	5	0	1	-7	1
CCOC(=O)c1ccccc1NC(=O)COc1ccccc1	·	-10	·	-1	-2	·	7	·
C[C@@H]1CN([C@H](C)CO)C(=O)c2cc(-c3cccc(C#N)c3)cnc2O[C@@H]1CN(C)Cc1ccncc1	-13	2	0.1	4	2	-6	-2	0
Cc1ccc(S(=O)(=O)c2nc(S(C)(=O)=O)sc2N2CCC(C)CC2)cc1	12	1	·	5	0	-1	8	0
CCOc1cc(S(=O)(=O)NC2CC(C)(C)NC(C)(C)C2)ccc1F	·	-4	·	1	-7	·	0	·
C[C@H](CO)N1C[C@H](C)[C@H](CN(C)Cc2cccnc2)Oc2cc(-c3ccccc3)ccc2S1(=O)=O	2	-8	0.3	-4	-3	-8	2	0
CN1CCN(C(=O)c2ccccc2-c2nc(-c3ccc(Cl)cc3)no2)CC1	·	-12	·	-2	-1	·	-2	·
COc1ccc(CCNC(=O)COC(=O)c2ccc(N3CCCC3=O)cc2)cc1OC	-8	-9	·	-8	-5	-4	8	0
CCCCCC(=O)NC1CCCCN(C)C1=O (centres undefined)	10	·	-0.1	·	·	0	·	3
Cc1cc2oc(C(=O)Nc3nonc3C)c(C)c2cc1C	-8	-37	·	3	6	0	77*	0
COc1cccc(CN(C)C(=O)CCNC(=O)c2ccc(Br)cc2)c1	11	8	0.0	7	-1	4	·	-152
COC(=O)C[C@H]1c2cc(C(F)(F)F)ccc2S(=O)(=O)N1C1CCCC1	-6	-6	0.0	6	-2	1	-13	-3
COc1cc(OC)c2c(-c3ccccc3)cc(=O)oc2c1C(CCN1CCOCC1)c1ccc2c(c1)OCO2 (centres undefined)	40	17	2.5	-12	1	5	0	-1
CCN(CC)CCn1c2ccccc2c(=O)c2c(O)ccc(O)c21	7	25	1.6	·	·	-6	·	14
COC(=O)C[C@@H]1C[C@H]2c3cc(NS(=O)(=O)c4cccc(OC)c4)ccc3O[C@H]2[C@@H](CO)O1	-18	-1	-0.1	5	2	6	1	2
O=C(COC(=O)Cc1ccc(Cl)cc1)NCc1ccc2c(c1)OCO2	-6	-2	-0.1	7	-4	-3	7	-2
CC1(C)CC(=O)CC(C)(C)N1OC(=O)c1ccncc1	·	-10	·	-5	-5	·	-3	·
CN1CCN(C(=O)C[C@H]2C[C@H]3c4cc(NS(=O)(=O)c5ccc(F)cc5)ccc4O[C@H]3[C@@H](CO)O2)CC1	·	-5	-0.5	-5	0	·	-7	·

A different layout for some results above.
Screens in order – RAD52 inh	ARNT TACC3 PPI	E-selectin induc	RAD54 inh	PglD DTNB	ERp5 inh	esBAF inh	Casp6 inh
COC(=O)C[C@H]1c2cc(C(F)(F)F)ccc2S(=O)(=O)N1C1CCCC1
  -6	-6	0.0	6	-2	1	-13	-3
COc1cc(OC)c2c(-c3ccccc3)cc(=O)oc2c1C(CCN1CCOCC1)c1ccc2c(c1)OCO2 (centres undefined)
  40	17	2.5	-12	1	5	0	-1
CCN(CC)CCn1c2ccccc2c(=O)c2c(O)ccc(O)c21
  7	25	1.6	·	·	-6	·	14
COC(=O)C[C@@H]1C[C@H]2c3cc(NS(=O)(=O)c4cccc(OC)c4)ccc3O[C@H]2[C@@H](CO)O1
  -18	-1	-0.1	5	2	6	1	2

(cont.)
SMILES	RAD52 inh	ARNT TACC3 PPI	E-selectin induc	RAD54 inh	PglD DTNB	ERp5 inh	esBAF inh	Casp6 inh
CC(=O)NC1CC2CCCC(C1)N2C(=O)Nc1c(C)cccc1C (centres undefined)	-1	·	0.1	-4	-2	2	-5	-3
O=C(O)C[C@H]1C[C@H]2c3cc(NS(=O)(=O)c4ccccc4)ccc3O[C@H]2[C@H](CO)O1	-7	·	-0.2	·	·	4	·	-3
OCC1(CCc2ccccc2)CCN(Cc2ccccc2Cl)CC1	-2	-1	0.0	·	·	-5	·	-1
CCCCC1(c2ccc(F)cc2)NC(=O)N(CC(=O)N2CCN(C(=O)c3ccco3)CC2)C1=O (centres undefined)	-17	-7	0.4	-9	-2	5	3	46*
O=[N+]([O-])c1ccc2n[nH]nc2c1	·	-7	·	5	7	·	-3	·
Cc1ccc(C(=O)Nc2nc(-c3ccccn3)cs2)cc1S(=O)(=O)N1CCOCC1	-15	66*	·	-5	-5	12	-32	2
O=S1(=O)N=C(c2ccccc2)c2ccccc21	2	1	·	1	-1	-6	1	-2
O=C(CCC(=O)c1cccs1)NCc1ccccc1Cl	-13	·	-0.2	·	·	0	9	1
COc1ccc(NC(=O)c2ccc3c(c2)C(=O)N(Cc2cccnc2)C3=O)cc1	-14	-3	·	0	1	2	0	2
COc1ccccc1CNC(=O)COC(=O)CSc1ccc(F)cc1	-13	21	·	1	-2	2	·	0
Cc1ccc(NC(=O)C2=CCN(S(=O)(=O)c3ccc(F)cc3)CC2)cc1	-20	-3	·	-7	-4	-2	1	0
CSc1ccc(CN(C)CC(=O)Nc2ccc(NC(C)=O)cc2)cc1	-8	·	1.1	2	3	5	-5	2
O=[N+]([O-])c1cccc(/C=C/c2nc[nH]c2[N+](=O)[O-])c1	-8	·	-0.5	1	-4	0	6	2
CSCCC(NC(=O)c1ccccc1Cl)C(=O)N1CCN(C(C)=O)CC1 (centres undefined)	-4	1	·	-2	3	-1	-12	-1
C[C@H]1CN([C@@H](C)CO)S(=O)(=O)c2ccc(C3=CCCC3)cc2O[C@H]1CN(C)Cc1cccc(C(=O)O)c1	12	0	-0.1	-6	2	-6	5	2
CC(C)[C@H]1COCc2cn(nn2)CCCC(=O)N1	8	·	-0.1	·	·	3	·	1
COC(=O)c1sc2ncccc2c1OCc1ccc(Cl)cc1Cl	·	-3	·	-7	0	·	-3	·
CCNC(=O)Nc1ccc2c(c1)C(=O)N(C)[C@@H]1CC[C@@H](CC(=O)NCCOC)O[C@H]1CO2	-9	-12	0.1	1	5	0	-3	-1
O=C1c2ccccc2-c2cccc(C(=O)N3CCN(C(=O)c4ccccc4)CC3)c21	-6	-9	·	·	·	4	·	2
O=C(COC(=O)C1CCN(S(=O)(=O)c2ccc(Cl)c(C(F)(F)F)c2)CC1)NCC1CCCO1 (centres undefined)	-13	·	-0.2	-3	-3	3	-2	-3
Nc1[nH]c(C(=O)c2ccccc2)c(-c2ccccc2Br)c1C(=O)NCc1ccc(-c2ccccc2)cc1	-8	·	0.4	·	·	8	·	-5
C[C@@H]1CN([C@H](C)CO)S(=O)(=O)c2ccc(C3=CCCC3)cc2O[C@H]1CN(C)Cc1cccc(C(=O)O)c1	-20	1	-4.2	5	2	-7	-4	7
CCOc1ccc(-n2c(=O)c3c4c(sc3n(CC(=O)NCC3CCCO3)c2=O)CCCC4)cc1 (centres undefined)	-8	-3	3.0	·	·	-3	-7	0
O=C(CCCCCC(=O)N(CCO)CCO)N(CCO)CCO	·	-1	·	-3	-4	·	-6	·
Cn1cnc(S(=O)(=O)N2CCCCN3[C@@H](CO)[C@H](c4ccc(-c5ccccc5F)cc4)[C@@H]3C2)c1	-9	-9	-0.2	0	1	-3	-5	-1

(listing goes on)
SMILES	RAD52 inh	ARNT TACC3 PPI	E-selectin induc	RAD54 inh	PglD DTNB	ERp5 inh	esBAF inh	Casp6 inh
COCCNC(=O)C[C@@H]1CC[C@@H]2[C@H](COC[C@H](O)CN2S(=O)(=O)c2ccccc2F)O1	-4	-2	-0.3	5	0	-4	-3	-3
O=c1[nH]cc(CCc2ccccc2)c(=O)[nH]1	-2	·	0.0	-3	-5	0	·	0
CN(C)C(=O)C[C@@H]1CC[C@H]2[C@@H](COC[C@H](O)CN2C(=O)C2CCCC2)O1	-40	-6	0.0	-8	9	-6	-5	2
COc1cc(C(C)=O)ccc1OCC(O)CN1CCN(c2ccccn2)CC1 (centres undefined)	-13	36	·	-2	2	2	-6	-1
Cc1ccc(NC(=O)Cc2nc(-c3c[nH]c(C(=O)N4CCCC4)c3)cs2)c(C)c1	-36	0	·	-3	-3	0	6	4
CC(C)CN(C(=O)COC(=O)c1c(Cl)ccc(Cl)c1Cl)C1CCS(=O)(=O)C1 (centres undefined)	1	0	0.2	1	0	-6	1	7
CCNC(=O)O/N=C(\C)c1sc(-c2ccccc2)nc1C	·	5	·	-3	-12	·	63*	·
COc1cc(C(=O)NCCOc2ccc(Cl)cc2)ccc1OCc1c(C)noc1C	-6	18	·	6	-3	-1	8	-3
O=C(Cc1ccccn1)N[C@H]1CC[C@H](CCNS(=O)(=O)c2cccc(F)c2)O[C@H]1CO	-13	-10	-0.1	-2	0	3	0	-1
CC(=O)c1ccccc1OC(=O)c1ccc([N+](=O)[O-])o1	-10	0	2.6	-33	3	-3	1	6
N#C[C@@H]1[C@H](c2ccc(C#Cc3ccccc3F)cc2)[C@@H](CO)N1C(=O)C1CC1	-8	-13	-0.7	-7	-2	-1	-72	-1
COc1ccc(N2CCN(c3cncc(C)n3)CC2)cc1	-3	·	·	5	3	0	27	-1
COC(=O)c1ccc2nc(-c3ccc(C)cc3)c(Cc3ccc(OC)cc3C)n2c1	-29	·	0.5	·	·	-5	·	0
Nc1nc(SCCN2C(=O)c3ccccc3C2=O)n[nH]1	-3	-6	-1.0	-8	-2	1	1	22
COc1ccc(CNc2nc(C)cc(C)c2C#N)cc1	-8	-19	·	-5	0	-1	-2	0
COc1ccc(OCC(O)CN(C)C(=O)/C=C/c2cccc([N+](=O)[O-])c2)cc1 (centres undefined)	-1	2	-0.8	·	·	0	·	-5
Cc1cc(=O)n(C)c2ccccc12	-10	·	5.3	·	·	-3	·	-1
Cc1ccc(NS(=O)(=O)c2ccc3[nH]c(=O)[nH]c3c2)cc1	-3	-6	·	9	10	-2	-5	2
CCOC(=O)C1(C(=O)OCC)N=C(c2ccccc2)C=C1c1ccccc1	-30	·	-0.1	·	·	1	·	0
COC(=O)c1ccccc1NC(=O)C1CCCC1	·	-2	-0.5	1	20	·	-6	·
O=C(CC1Sc2ccccc2NC1=O)NNc1ccc(Cl)cc1Cl (centres undefined)	3	-4	0.1	-4	-4	3	·	6
COc1ccc(S(=O)(=O)Nc2cccnc2)c(C)c1C	-5	-1	·	7	-4	-3	4	-2
C[C@H](O)C#Cc1ccc2c(c1)O[C@H](CN(C)C(=O)C1CC1)[C@H](C)CN([C@H](C)CO)S2(=O)=O	18	-6	-0.3	-4	7	1	-8	-2
COC(=O)C1=C(C)N(CCCC(=O)O)C(=O)NC1c1ccc(C(F)(F)F)cc1 (centres undefined)	-2&6	·	0.3	-2	0	7&1	-5	0&-1
O=C1CC(c2ccccc2)CC(=O)N1c1ccccc1	-4	-5	0.7	-3	4	-4	-1	4
O=C(CCNS(=O)(=O)c1ccc(Br)cc1)NC1CCC(O)CC1 (centres undefined)	-1	2	-0.1	2	-1	-5	-4	-1

Compound activity as filed in PubChem.
